# High-throughput results (PubChem)
# SENP8 block-1 – human SENP8 protease inhibitors, primary screen, biochemical, fluorescence, Nedd8 protein substrate, uHTS; AID 602440, 2012; 0.64% of 360,000 active; Sentrin-specific protease 8 (Homo sapiens), Q96LD8; recombinant SENP8; inhibition, % at 20 µM; in the data active means inhibition mostly above about 40%, no sharp cut-off; inactive means mostly below about 27%
# Target sequence (Q96LD8 whole entry, looked up): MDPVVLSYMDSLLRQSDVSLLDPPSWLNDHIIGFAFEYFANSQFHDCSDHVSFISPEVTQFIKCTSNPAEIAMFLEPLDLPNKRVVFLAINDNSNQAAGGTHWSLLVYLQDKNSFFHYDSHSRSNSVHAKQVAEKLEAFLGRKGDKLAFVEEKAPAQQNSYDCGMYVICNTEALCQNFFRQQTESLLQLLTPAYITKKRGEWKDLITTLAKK
# Apaf-1 inh – inhibitors of human Apaf-1 apoptosome, primary screen, biochemical, DEVD-Rh110 fluorescence, uHTS; Apoptotic protease-activating factor 1 (Homo sapiens), O14727; 0.71% of 330,000 active; reconstituted apoptosome caspase-3 activity; inhibition, % at 20 µM; active means inhibition of at least 40% at 20 µM;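 further: plate controls were DMSO wells for no effect and DEVD-CHO caspase inhibitor wells for full effect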
#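 Assay system – apoptosome proteins · Medium – Hepes buffer, pH 7.5 · Also added – cytochrome c with DEVD-Rh110 · Timing – 30 min compound preincubation, 50 min activation, room temperature · Detection – Rh110 fluorescence, excitation 480 nm, emission 540 nm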
# SENP7 block – SENP7 protease inhibitors, primary screen, biochemical, luminescence, uHTS | inhibition, % at 5 µM | 1.5% of 330,000 active | recombinant SENP7, Z-RLRGG-aminoluciferin luminescence, 40 min | Sentrin-specific protease 7 (Homo sapiens), Q9BQF6;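 active means inhibition above about 50% at the single test dose, limit read from the data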;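 further: plate controls were DMSO with enzyme for no effect and no enzyme buffer wells for full effect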
# Target sequence (Q9BQF6 706-1050 limits assumed): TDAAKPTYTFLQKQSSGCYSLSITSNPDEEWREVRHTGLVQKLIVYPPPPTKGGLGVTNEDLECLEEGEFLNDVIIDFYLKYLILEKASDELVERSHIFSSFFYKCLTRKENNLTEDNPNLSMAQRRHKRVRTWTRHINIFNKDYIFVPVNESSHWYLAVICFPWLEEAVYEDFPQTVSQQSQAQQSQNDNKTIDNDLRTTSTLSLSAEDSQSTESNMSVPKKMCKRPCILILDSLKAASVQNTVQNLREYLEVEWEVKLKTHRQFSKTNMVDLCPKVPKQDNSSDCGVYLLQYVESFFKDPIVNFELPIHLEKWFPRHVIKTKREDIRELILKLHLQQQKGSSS
# SENP8 block-2 – SENP8 protease inhibitors, primary screen, biochemical, luminescence; Sentrin-specific protease 8 (Homo sapiens), Q96LD8; purified SENP8, Z-RLRGG-aminoluciferin cleavage; inhibition, % at 10 µM; 1.2% of 330,000 active; AID 2540, 2010; in the data active means inhibition above about 50%
# A3G deaminase – APOBEC3G DNA deaminase inhibitors, primary screen, biochemical, fluorescence, single-stranded DNA substrate, uHTS; 0.28% of 330,000 active; DNA dC->dU-editing enzyme APOBEC-3G (Homo sapiens), Q9HC16; recombinant A3G, ssDNA deamination FAM/TAMRA fluorescence; inhibition, % at 20 µM;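 active means inhibition of at least 40% at 20 µM, with no more than 30% in the related APOBEC3A deaminase screen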;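 further: plate controls were DMSO wells with A3G for no effect and wells lacking A3G enzyme for full effect; some compounds called inactive have numbers as strong as hits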
# SENP1 FRET inh – human SENP1 catalytic domain inhibitors, primary screen, biochemical, FRET, uHTS; Sentrin-specific protease 1 (Homo sapiens), Q9P0U3; recombinant SENP1 catalytic domain, CyPet-SUMO1-YPet FRET cleavage; inhibition, % at 10 µM; 0.21% of 360,000 active; AID 624204, 2012;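 active means inhibition at least 30% at 10 µM, raw YFP signal under a set limit, fluorescence ratio 0.5 to 1.5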;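 further: 0% = enzyme with DMSO and 100% = no enzyme wells; some results filed as inactive read as strong as hits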
# Target sequence (Q9P0U3 419-644 limits assumed): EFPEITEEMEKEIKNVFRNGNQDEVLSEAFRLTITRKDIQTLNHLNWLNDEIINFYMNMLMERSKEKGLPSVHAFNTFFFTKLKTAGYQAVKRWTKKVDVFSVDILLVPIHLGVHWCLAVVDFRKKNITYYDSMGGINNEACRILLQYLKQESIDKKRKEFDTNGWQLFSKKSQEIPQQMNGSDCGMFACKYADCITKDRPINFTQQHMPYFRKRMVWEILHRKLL
#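 Material – human SENP1 catalytic domain · Input – SENP1 enzyme, 20 pM final · Compound dosing – single concentration of 10 µM compound, 0.5% DMSO final · Timing – enzyme reaction for 50 min at room temperature, dark · Measured by – FRET fluorescence in CFP and YFP emission channels · Control set – no-enzyme wells low, DMSO-plus-enzyme wells high control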
# SENP6 inh – SENP6 protease inhibitors, primary screen, biochemical, luminescence, uHTS. Sentrin-specific protease 6 (Homo sapiens), Q9GZR1. AID 2599, 2010. Recombinant SENP6 catalytic domain, aminoluciferin luminescence. inhibition, % at 10 µM. 1.8% of 330,000 active;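 active means inhibition above about 50% at the single tested dose, limit read from the data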;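 further: plate controls were DMSO wells with enzyme for no effect and DMSO wells lacking enzyme for full effect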
# UBC13 inh – UBC13 polyubiquitin chain formation inhibitors, primary screen, biochemical, TR-FRET, uHTS | 0.47% of 330,000 active | inhibition, % at 20 µM | AID 485273, 2010 | Ubiquitin-conjugating enzyme E2 N (Homo sapiens), P61088; in the data active means inhibition above about 45%, passing the limit was not always enough
# Target sequence (P61088 whole entry, looked up): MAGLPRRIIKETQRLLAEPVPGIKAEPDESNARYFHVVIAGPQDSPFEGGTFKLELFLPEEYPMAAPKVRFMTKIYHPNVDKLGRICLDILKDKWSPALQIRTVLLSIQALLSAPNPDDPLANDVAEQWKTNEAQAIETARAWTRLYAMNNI
# Numbers without * were called inactive; i = inactive; · = not tested or not shown. Random draw from the library. Share with any hit: about 3.6%.
molecule	UBC13 inh	SENP8 block-2	A3G deaminase	Apaf-1 inh	SENP8 block-1	SENP6 inh	SENP1 FRET inh	SENP7 block
Cc1ccc(N2CCN(S(=O)(=O)c3ccc(C)cc3)CC2)cc1	-13	1	-2	-1	24	2	0	6
O=C(NCc1ccccc1CN1CCOCC1)c1ccc(-n2cccn2)cc1	7	1	-6	-2	-10	0	-6	0
Nn1c(SCC(=O)NC(=O)NC2CCCC2)nnc1-c1ccccc1F	-7	-13	-6	0	13	-22	2	-3
CCN(C(=O)c1ccc(S(=O)(=O)N2CCC(C)CC2)cc1)C1CCS(=O)(=O)C1 (stereo unspecified)	-2	-5	-9	6	9	-20	1	-2
O=C(O)c1cccc(-n2cccc2/C=C2\NC(=O)N(Cc3ccc(F)cc3)C2=O)c1	-20	-9	29	17	-181	-33	-11	-5
CC(=O)NC1=C(N(C)C2CCS(=O)(=O)C2)C(=O)c2ccccc2C1=O (stereo unspecified)	-51	28	2	54*	66*	67*	-3	25
Cc1ccc(CSc2nncn2-c2ccccn2)cc1	-3	-12	-3	5	19	-23	-1	-11
Cc1ccccc1N1CCN(C2CCCN(C(=O)CN3CCCC3=O)C2)CC1 (stereo unspecified)	3	0	0	-1	7	-3	1	-13
COc1ccc(OC)c(S(=O)(=O)N2CCC3(CC2)OCCN3S(=O)(=O)c2cccs2)c1	0	2	-1	9	2	-5	1	-2
O=C(O)c1ccc(Cn2cnc3scc(-c4ccccc4)c3c2=O)cc1	10	1	-10	6	17	5	-1	4
CCNc1nc(N)nc(Oc2ccc(OCCOc3ccc(Cl)cc3Cl)nn2)n1	-3	-7	-4	6	19	-32	1	11
C/C(=N\O)c1oc2ccc3c(C)cc(=O)oc3c2c1C	-11	-6	-4	-6	·	9	·	2
O=S(=O)(NCc1cc(-c2ccccc2Cl)no1)c1ccc(Cl)cc1	6	-1	0	20	24	-16	0	3
CC1(OC(=O)c2cccs2)C(=O)C=C2C=C3CCCN3C=C2C1=O (stereo unspecified)	-105	-3	67	62*	59*	-21	-10	9
Cc1cccc(CS(=O)(=O)Cc2ccc(C(=O)NCCCN3CCCC3)o2)c1	16	1	-7	-5	17	3	-4	5
Cc1ccc(-n2nnnc2-c2cnc(N3CCCC3)nc2C(F)(F)F)cc1	-8	-9	-6	20	4	-12	3	-5

# Three neighbouring entries already listed:
molecule	UBC13 inh	SENP8 block-2	A3G deaminase	Apaf-1 inh	SENP8 block-1	SENP6 inh	SENP1 FRET inh	SENP7 block
COc1ccc(OC)c(S(=O)(=O)N2CCC3(CC2)OCCN3S(=O)(=O)c2cccs2)c1	0	2	-1	9	2	-5	1	-2
O=C(O)c1ccc(Cn2cnc3scc(-c4ccccc4)c3c2=O)cc1	10	1	-10	6	17	5	-1	4
CCNc1nc(N)nc(Oc2ccc(OCCOc3ccc(Cl)cc3Cl)nn2)n1	-3	-7	-4	6	19	-32	1	11

# (further entries)
molecule	UBC13 inh	SENP8 block-2	A3G deaminase	Apaf-1 inh	SENP8 block-1	SENP6 inh	SENP1 FRET inh	SENP7 block
CCNC(=O)c1ccc(C2SCC(=O)N2CCc2ccccc2)cc1 (stereo unspecified)	-9	-6	-6	12	7	2	0	-9
O=C(Nn1cnc2ccccc2c1=O)C1CCCCC1	6	-4	3	3	16	-15	0	1
Cn1c2ccccc2c2cc(/C=N/NC(=O)c3ccccc3F)ccc21	-4	-1	-2	16	-491	-12	-1	-4
COc1ccc2c(C=O)cn(C)c2c1	5	1	-7	-6	8	-21	-3	3
COc1ccc(-c2noc(CN(C)S(=O)(=O)c3ccc(Cl)cc3)n2)cc1OC	5	-10	-5	9	7	-1	-3	-1
NS(=O)(=O)c1ccc(NC(=O)CCC(=O)c2cccs2)cc1	-12	-12	-10	-2	-1	-11	-5	-5
O=C(/C=C/c1ccccc1)Oc1ccc(C(=S)N2CCOCC2)cc1	-5	-7	-6	6	15	7	3	4
CCCCC(=O)Nc1nc2ccc3nc(C)sc3c2s1	5	-7	-2	12	4	4	-18	4
Cc1cccc(NC(=O)CNC(=O)COc2cc(F)ccc2[N+](=O)[O-])c1C	-1	3	-5	-7	4	6	1	10
Oc1c(/C=N/c2ccccn2)sc2ccccc12	-31	95*	-1	2	-58	98*	-60	95*
c1ccc(C(Cc2nc(-c3ccccn3)no2)c2ccccc2)cc1	8	-3	-6	14	-5	7	0	-6
O=C(c1cc2cc(Cl)ccc2o1)N1CCCC1	2	-29	-2	12	6	-15	0	-20
Cc1cc(NC(=O)COC(=O)c2n[nH]c3ccccc23)no1	3	4	-6	-5	11	-10	1	5
Cc1cc(C)cc(N2C(=O)CC(Sc3nnnn3-c3ccccc3)C2=O)c1 (stereo unspecified)	13	5	-5	-7	8	0	-4	-6
O=C(Nc1nnc(-c2ccc3c(c2)OCCO3)o1)c1ccc(Cc2ccccc2)cc1	-8	2	-7	3	-115	-3	4	8
O=C(Nc1ccc(F)cc1)C1CCN(C(=O)c2ccc(F)cc2)CC1	4	1	-5	-3	19	-2	2	-5
CN(CCC(=O)c1ccccc1)CCC(=O)c1ccccc1	-6	-7	-4	3	9	-1	-1	-1
CCc1cccc2c(C(=O)CSc3nnc(C4CC4)o3)c[nH]c12	8	4	-2	-1	6	7	1	2
CCN(CC)C(=O)Cn1cnc2sc(C)c(S(=O)(=O)N3CCC(C)CC3)c2c1=O	-6	-6	-6	0	3	-10	-2	-12
CCC1=Nc2cc(C(=O)O)ccc2Sc2ccc(Cl)cc21	-20	3	-4	7	-4	3	-1	5
CCCc1cc(C(=O)Nc2ccccc2C(=O)OC)no1	15	-5	-1	7	6	-4	3	8
O=C(Cc1ccccc1)Nc1cc(C(=O)c2ccccc2)ccc1N1CCOCC1	10	6	-1	7	-5	11	5	-10
COc1cc(Cl)c(C)cc1NC(=O)c1ccc(S(C)(=O)=O)cc1	-1	3	-1	-7	16	-8	2	0
Cc1ccc(-c2cc(=O)[nH][nH]2)c(C)c1	4	-1	-6	4	25	1	2	6
C=CCC(COCc1ccccc1)NS(=O)(=O)c1ccccc1Br (stereo unspecified)	12	-16	-16	15	0	-15	0	-13
Cc1ccc(NC(=O)CN(C)S(=O)(=O)c2cccc3nsnc23)cc1C	-29	-14	-1	12	13	3	0	-4
CC(C)C(NS(=O)(=O)c1ccc(Br)s1)C(=O)O (stereo unspecified)	2	1	7	-9	9	0	2	11
O=C1CCC(C(=O)OCc2nnc(-c3ccc(Br)cc3)o2)=NN1	4	-10	-9	-5	-14	5	-1	-4
COC(=O)c1cc2cc(OC)ccc2n1C	6	-9	0	2	i	-6	2	5
CCN(CC)C(=O)CSc1ncnc2sc(-c3ccccc3)cc12	-14	-16	-5	18	-65	18	1	-8
CCC(C)[C@H](NC(=O)N1CCC(C)CC1)C(=O)OC (stereo partly specified)	4	0	-9	-15	18	-2	1	3
Cc1ccc(S(=O)(=O)Nc2ccc3cn[nH]c3c2)cc1C	8	6	-2	0	3	8	2	7

# Ordered by molar mass (lowest first): part of the list above.
molecule	UBC13 inh	SENP8 block-2	A3G deaminase	Apaf-1 inh	SENP8 block-1	SENP6 inh	SENP1 FRET inh	SENP7 block
O=C(c1cc2cc(Cl)ccc2o1)N1CCCC1	2	-29	-2	12	6	-15	0	-20
CCCc1cc(C(=O)Nc2ccccc2C(=O)OC)no1	15	-5	-1	7	6	-4	3	8
Cc1cc(NC(=O)COC(=O)c2n[nH]c3ccccc23)no1	3	4	-6	-5	11	-10	1	5
Cc1cc(C)cc(N2C(=O)CC(Sc3nnnn3-c3ccccc3)C2=O)c1 (stereo unspecified)	13	5	-5	-7	8	0	-4	-6

# Additional compounds follow.
molecule	UBC13 inh	SENP8 block-2	A3G deaminase	Apaf-1 inh	SENP8 block-1	SENP6 inh	SENP1 FRET inh	SENP7 block
Cc1ccc2c(c1)N(CC(=O)NC1CCCCC1C)C(=O)CO2 (stereo unspecified)	-15	7	-1	20	17	2	0	-1
COc1ccc(OC)c(NC(=O)C2CC(=O)N(CCc3ccccc3)C2)c1 (stereo unspecified)	-5	6	-14	-6	0	2	2	2
COc1ccc(C(=O)CC(=O)c2ccc(C)cc2)c(O)c1	10	1	-6	3	1	10	-1	-3
COc1ccc(N2CCN(CC(=O)Nc3cc(C)on3)CC2)cc1	2	-5	-6	10	7	-29	3	-6
Cc1ccc(CN2CCC(Oc3cccc(C(=O)NCc4cccnc4)c3)CC2)o1	10	-11	-7	0	-1	-8	-5	-4
CCOC(=O)Cn1nnnc1CN(Cc1ccccc1)Cc1cc2cc(CC)ccc2[nH]c1=O	2	-3	-2	19	-65	11	-2	0
O=C(c1ccc(C(F)(F)F)cc1)C1CCCN(C(=O)CN2C(=O)CSC2=O)C1 (stereo unspecified)	-8	0	-1	-2	5	-16	0	8
Cc1ccc2c(c1)sc1nc(=O)n(-c3ccccc3)c(=O)n12	2	-8	-2	-2	20	-11	1	-9
Cc1ccc(OCC(O)CN2C(=O)NC(C)(C)C2=O)cc1 (stereo unspecified)	1	-5	4	-14	20	-6	-2	-1
CC1Cc2nc(SCC(=O)N3CCN(c4ccccc4)CC3)n(C)c(=O)c2S1 (stereo unspecified)	1	4	1	6	9	-2	0	2
O=C(c1ccccc1)c1ccc(OCCCCN2CCCCC2)cc1	7	-5	3	-2	35	-3	4	6
CC(=O)C1C(c2ccc(Br)cc2)C2C(C)=NN=C2CC1(C)O (stereo unspecified)	11	5	-1	-2	24	3	-1	-7
COc1ccc(C(C)=O)cc1CSc1nnc(Nc2ccc(C)cc2)s1	-5	-11	-3	20	13	-4	0	-1
CCOC(=O)c1ccc(NC(=S)NNC(=O)C2(C)CC2(Cl)Cl)cc1 (stereo unspecified)	-12	2	1	6	-101	-7	2	5
Cc1ccc(-c2nnc(NC(=O)Cc3ccc(F)cc3)o2)c(C)c1	-8	-5	1	0	20	9	-5	5
